Tn7 DDE FP: DD(E)-Tn7 binding inhibition, primary FP screen; FP displacement of FITC-Tn7 peptide from fibrin DD(E); 0% = median of compound wells per plate; inhibition, % at 8.3 µM; 0.13% of 370,000 active;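 active means inhibition above the mean of compounds falling within the control limits plus 3 SD of them, cut at about 14% in these data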;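 further: 0% = plate median of compound wells and 100% = 10 µM Aha-Tn7 peptide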
Target sequence (P02675 whole entry, looked up): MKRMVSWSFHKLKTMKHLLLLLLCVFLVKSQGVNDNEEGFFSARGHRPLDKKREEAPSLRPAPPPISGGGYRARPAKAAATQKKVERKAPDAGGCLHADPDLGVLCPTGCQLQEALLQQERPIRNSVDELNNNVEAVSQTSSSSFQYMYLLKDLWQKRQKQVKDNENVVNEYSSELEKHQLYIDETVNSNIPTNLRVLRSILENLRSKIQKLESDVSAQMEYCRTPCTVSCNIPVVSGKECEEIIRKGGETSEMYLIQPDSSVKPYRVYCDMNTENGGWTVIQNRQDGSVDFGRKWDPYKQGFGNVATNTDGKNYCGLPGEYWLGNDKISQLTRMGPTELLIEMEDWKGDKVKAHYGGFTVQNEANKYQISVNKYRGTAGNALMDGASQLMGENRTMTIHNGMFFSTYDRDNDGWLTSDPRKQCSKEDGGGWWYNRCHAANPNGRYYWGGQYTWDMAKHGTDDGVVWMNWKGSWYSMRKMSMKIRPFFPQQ
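Measure: % inhibition scaled between sample-field median and high-control FP; Test system: human fibrin DD(E); Quantity: 2 µM final DD(E) protein; Doses: one dose, 8.3 µM nominal; Schedule: compound with protein 10 min, then 3 h after probe, room temperature; Detection: fluorescence polarization; Medium: Tris buffer with calcium and detergent, pH 7.8.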
TDP2 inh: TDP2 (human) inhibition, absorbance primary screen. O95551. recombinant TDP2, T5PNP hydrolysis, p-nitrophenol absorbance 415 nm. inhibition, % at 12.8 µM. 0.34% of 370,000 active;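 active means inhibition above the mean of all tested compounds plus 3 SD, set per campaign, cut at about 25% in these data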;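 further: 0% = DMSO with enzyme and 100% = buffer with substrate but no TDP2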
Target sequence (O95551 whole entry, looked up): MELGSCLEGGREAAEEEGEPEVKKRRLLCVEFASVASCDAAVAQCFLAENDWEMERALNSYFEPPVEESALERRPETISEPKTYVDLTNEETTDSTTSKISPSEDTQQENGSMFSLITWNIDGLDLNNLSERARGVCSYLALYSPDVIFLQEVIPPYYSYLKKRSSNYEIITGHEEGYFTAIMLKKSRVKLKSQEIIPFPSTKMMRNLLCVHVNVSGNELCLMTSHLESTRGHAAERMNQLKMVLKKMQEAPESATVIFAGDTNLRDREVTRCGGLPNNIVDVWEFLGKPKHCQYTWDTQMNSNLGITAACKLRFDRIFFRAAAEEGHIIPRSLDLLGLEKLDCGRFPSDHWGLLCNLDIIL
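Test system: Human TDP2 enzyme | Reagent: 5 mM T5PNP | Compound dosing: 12.8 µM single point, 1% DMSO | Incubation: Enzyme reaction with compound for 2 h at 37 °C | Technique: p-Nitrophenol epi absorbance | Read-out: % inhibition relative to enzyme-containing and enzyme-free wells | Benchmarks: High control without enzyme, low control DMSO plus TDP2 | Replicates: Singlicate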
LEDGF integ inh: blocks HIV-1 LEDGF/p75-dependent DNA integration; 0.64% of 370,000 active; AID 743269; inhibition, % at 3.7 µM; TR-FRET IN-LEDGF/p75 DNA integration, Eu/Cy5;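 active means inhibition above the screen-wide mean plus 3 SD, cut at about 13% in these data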;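 further: signal is the Cy5 over europium emission ratio at 671 and 618 nm; 0% = plate median of compound wells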
PRMT1 FP inh: PRMT1 (human) inhibition, primary screen. AID 652257. recombinant PRMT1, activity-based probe fluorescence polarization. 1.3% of 370,000 active. inhibition, % at 2.79 µM;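 active means inhibition above about 21% made by adding two undisclosed values, limit read from the data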
DDE Tn6 FP inh: DD(E)-Tn6 binding inhibition, primary FP screen; Fibrin DD(E) TRITC-Tn6 fluorescence polarization displacement; inhibition, % at 8.3 µM; 0.21% of 370,000 active;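 active means inhibition above a per-campaign cutoff: mean of compounds within control limits plus 3 SD, cut at about 15% in these data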;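 further: 0% = median of all compound wells on the plate and 100% = blocking peptide control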
TCR-CD3 inh: human TCR-CD3 binding inhibition | AID 651800 | inhibition, % at 9.4 µM | 0.37% of 360,000 active | TAMRA-labeled TCR probe fluorescence, biochemical; in the data active means inhibition above about 19%;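 further: recombinant mutant TCR 2C K166C tagged with TAMRA read by polarization; 0% = receptor in buffer alone and 100% = receptor with positive control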
proKLK7 act: activators of human kallikrein-7 zymogen; 0.9% of 370,000 active; activation, % at 7 µM; AID 652039; purified proKLK7, EDANS-DABCYL substrate fluorescence; 100% is mature enzyme control, 0% vehicle;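 active means activation above the mean of all tested compounds plus 3 SD, computed per campaign excluding outliers beyond control limits, cut at about 13% in these data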
UHRF1 MBD2 ctr: blocks human UHRF1 binding to methylated DNA; inhibition, % at 4.4 µM; AID 687016; 0.75% of 370,000 active; Q96T88; UHRF1 binding to methylated oligo, TR-FRET; in the data active means inhibition above about 21%;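 further: UHRF1 SRA domain binding a hemimethylated CpG hairpin DNA probe; 0% = median of test compound wells and 100% = reference inhibitor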
SIAE primary: human SIAE inhibition, primary screen. SIAE FP-Rh probe binding, fluorescence polarization. Q9HAT2. AID 1053197. inhibition, % at 9.66 µM. 0.69% of 370,000 active;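 active means inhibition above a cutoff: mean of compounds within the control limits plus 3 SD of those, cut at about 17% in these data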;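 further: 0% = plate median of compound wells and 100% = probe without SIAE protein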
MBD2 inh: blocks human MBD2 binding to methylated DNA; inhibition, % at 4.4 µM; 0.31% of 370,000 active; TR-FRET, MBD2 binding to methylated oligonucleotide; in the data active means inhibition above about 13%
The depositor's hits bear a star.

SMILES	Tn7 DDE FP	TDP2 inh	LEDGF integ inh	PRMT1 FP inh	DDE Tn6 FP inh	TCR-CD3 inh	proKLK7 act	UHRF1 MBD2 ctr	SIAE primary	MBD2 inh
C[C@H]1CN([C@@H](C)CO)C(=O)c2cc(NC(=O)Nc3cccc4ccccc34)ccc2O[C@@H]1CN(C)Cc1ccc(-c2ccccc2)cc1	1.4	-2.4	1.8	-0.9	-10.0	16.7	-4.0	1.6	-92.3	4.7
CCN(CCCNC(=O)CCn1c(=O)[nH]c2ccccc2c1=O)c1ccccc1	0.8	-10.1	-2.9	-2.9	13.5	6.7	-0.1	-0.8	0.6	-2.5
CC(C)c1cc(C(=O)N2CCN(C(c3ccccc3)c3ccccc3)CC2)no1	-0.4	-1.3	-1.5	-0.1	6.5	4.4	0.1	-1.4	-4.4	0.0
N=c1n(CCN2CCOCC2)c2ccccc2n1CC(=O)c1ccc(Cl)c(Cl)c1	2.5	3.6	2.1	2.3	5.8	2.4	-1.8	-2.2	19.2*	-1.7
CC(C)CN(C(=O)c1ccc(Br)o1)C1CCS(=O)(=O)C1 (stereo not given)	5.2	15.8	-4.3	0.6	-10.9	-4.5	-0.6	3.0	1.7	5.0
CCN(C(=O)c1ccc2c(c1)OCO2)C1CCS(=O)(=O)C1 (stereo not given)	-8.3	-5.8	2.0	-2.9	8.1	-4.7	0.0	1.1	4.1	2.5
O=c1cnn(Cc2ccc(F)cc2)c2ccccc12	-0.7	-10.8	1.1	5.8	-1.7	0.2	-0.3	-0.2	-5.1	-4.2
COc1ccc(CNC(=O)c2cc(S(=O)(=O)N3CCCCC3)ccc2Cl)cc1OC	-1.8	5.8	0.7	-0.7	-6.4	3.6	-0.5	-1.1	0.2	-8.0
CCOCCCNC(=O)C1CCCN1C(=O)NC1CCCCC1 (stereo not given)	-2.6	1.7	-1.3	-3.2	-4.3	4.9	0.3	-2.7	-8.7	0.2
COc1cc(Nc2ccccc2Cl)c([N+](=O)[O-])nc1[N+](=O)[O-]	4.9	-17.1	5.3	5.8	-2.2	1.7	-0.2	-2.0	1.9	-7.4
Cc1cc(SCC(=O)c2ccccc2)n2ncc(-c3ccccc3)c2n1	3.8	-13.3	-0.7	-2.1	4.2	3.1	-0.4	-2.3	-28.6	-5.3
O=C(Nc1ccccc1C(=O)OCn1nnc2ccccc2c1=O)c1ccco1	-1.9	-0.8	2.1	-4.0	-4.7	4.6	0.4	-2.6	0.5	4.0
CCOc1ccc(NC(=O)CC2C(=O)N(CC)C(=S)N2NC(=O)c2ccncc2)cc1 (stereo not given)	4.0	4.4	4.6	-8.4	-8.1	-6.8	-0.3	10.2	6.2	2.5
COc1cccc(OC)c1C(=O)Nc1ccc2nc(C)c(C)nc2c1	-4.4	11.1	3.0	-0.1	-2.3	9.0	2.4	-0.1	-0.3	-2.5
CCc1ccc2[nH]c(=O)c(CN(CCN3CCOCC3)C(=O)Nc3ccccc3F)cc2c1	-6.7	-8.2	-1.8	-2.2	-7.8	4.5	0.5	-1.9	5.3	2.9
CC(C)C(C(=O)NCc1ccccc1)N1CCN(c2ccccc2F)CC1 (stereo not given)	-5.7	-4.7	-3.6	0.7	-3.2	11.4	-0.9	0.7	1.3	-0.9
Cc1ccc(N2C(=O)c3ccc(C(=O)N4CCN(c5cccc(C)c5C)CC4)cc3C2=O)cc1	1.4	0.3	-0.7	1.6	4.5	-1.4	-0.1	2.0	4.7	0.8
CCOC(=O)C1CCCN(C(=O)c2ccc(OC)c([N+](=O)[O-])c2)C1 (stereo not given)	1.5	-1.9	4.0	3.6	-0.5	-1.8	-0.4	-3.3	29.7*	-1.1
CCC(C)[C@H]1CNC(=S)N1CCC12CC3CC(CC(C3)C1)C2 (stereo not given in full)	0.3	-5.5	3.1	0.6	-5.1	6.0	-0.4	0.4	0.0	-3.9
O=C(c1ccccc1)N1CCCC(C(=O)N2CCCCCC2)C1 (stereo not given)	-4.3	1.1	-0.6	-1.3	0.1	1.8	0.2	-1.8	-0.6	-1.3
Cc1cc(C)c(C#N)c(N2CCC(C(N)=O)CC2)n1	0.9	2.9	-0.7	1.2	7.7	-8.4	-0.5	0.9	-2.6	5.9
COc1ccc(CCC(=O)Nc2cccc(S(=O)(=O)N(C)C)c2)cc1OC	1.7	9.4	-3.2	-1.8	-6.0	1.2	0.6	-3.7	-8.7	0.4
COc1ccccc1CNC(=O)COC(=O)c1c(C)nn(-c2ccccc2)c1Cl	-7.8	-12.8	0.5	-8.9	6.1	7.8	0.1	-1.7	-5.0	-2.3
Cc1ccc(S(=O)(=O)N2C[C@H]3N(C(=O)OC(C)C)N(C(=O)OC(C)C)C[C@H](OC(=O)Nc4cccs4)[C@@]3(O)C2)cc1	2.8	-3.3	-3.2	2.3	4.4	-2.8	0.7	-5.1	-0.3	-1.8
COCCCNC(=O)c1cn(C)c(=O)c2c1c1ccccc1n2C	-1.1	-11.7	4.0	-5.6	3.0	3.5	-14.3	-3.7	0.5	-13.2
Cc1ccc2c(Cl)cc(Cl)c(OCC(=O)O)c2n1	-3.4	3.2	-0.2	-5.0	2.6	4.5	0.3	-2.2	-1.1	-3.3
COc1ccccc1NC(=O)NC1CCCCCCC1	-0.9	-2.0	-1.4	-4.1	-6.0	7.0	0.3	0.4	-2.2	1.2
O=C(O)CC(CC(=O)N1CCN(C(=O)c2ccco2)CC1)c1ccccc1 (stereo not given)	0.3	0.6	-0.5	1.2	4.4	1.9	0.9	-2.1	2.7	-0.7
CC(C)N1CC(COc2ccc(Cl)cc2Cl)OC1=O (stereo not given)	-0.6	-4.1	-2.6	-0.9	-5.2	0.7	-0.6	0.2	-0.5	1.2
O=C(c1ccc(OC2CCN(CCc3ccccc3)CC2)cc1)N1CCCC(O)C1 (stereo not given)	0.9	-2.6	1.4	-3.3	1.4	-1.3	-0.2	0.2	-5.0	-0.9
COC(=O)c1ccc(CNC(=O)COC(=O)CCC(=O)c2ccc(F)cc2)cc1	2.8	-0.5	1.8	-1.3	-5.4	4.3	0.8	-1.6	0.5	-1.1
Cc1cccc(C)c1NC(=O)Nc1nnc([C@@H]2C[C@H](O)[C@@H](CO)O2)s1	7.5	6.6	-1.7	2.5	-1.0	-7.7	0.2	1.1	5.6	3.5
Cc1c(OC(C)C(=O)NC2CC(C)(C)NC(C)(C)C2)ccc2c3c(c(=O)oc12)CCC3 (stereo not given)	6.5	6.5	-1.2	0.3	-3.5	-2.3	0.9	-0.7	-3.8	3.0
COC(=O)CCC(=O)OC1(C)C(=O)C=C2C=C(C3CC3)N(CCN3CCOCC3)C=C2C1=O (stereo not given)	4.4	16.8	7.0	3.8	2.9	4.7	1.2	5.5	9.0	-4.3
Cc1ccc(S(=O)(=O)NC(=O)Nc2ccccc2F)cc1	-10.4	-14.8	5.3	-2.2	-4.8	-2.8	-0.6	3.4	-3.3	-1.6
CCOC(=O)C1CCN(C(=O)N(C)C)CC1	-5.1	9.8	1.4	0.8	4.0	2.1	-0.6	2.6	6.7	1.1
COC(=O)c1c(C)c[nH]c1C	0.5	-3.8	5.9	-2.8	-3.0	0.1	0.2	-1.3	-2.5	-5.6
CNC(=O)CSCc1cnn(-c2ccccc2)c1-n1cccc1	-3.7	0.4	5.5	1.4	-3.9	8.4	-0.7	-0.9	7.0	-0.2
COc1ccc(CCC(=O)N2c3ccccc3N=C(c3ccc(C(F)(F)F)cc3)C2C(=O)NC2CCCC2)cc1 (stereo not given)	3.3	1.4	5.7	-5.0	-1.9	0.6	1.1	-2.4	-5.7	-7.1
CC1(C)OC2COC(c3[nH]nc4c(=O)[nH]c(=O)[nH]c34)C2O1 (stereo not given)	-2.4	3.5	-1.6	-0.3	-1.4	9.0	-0.8	-0.4	2.4	-0.2
Cc1ccc(C)c(-n2nnc3ccccc3c2=O)c1	4.3	3.6	-1.8	0.3	4.4	-2.5	0.0	-2.5	-14.9	-2.5
NC(=S)NNc1cc(Cl)cc(Cl)c1	1.4	7.9	0.2	18.0	5.3	-2.1	-1.4	0.5	2.6	2.5
COC(=O)c1cc(C)nc(N)c1C#N	-5.2	-0.6	1.0	-1.8	-0.1	2.4	-86.1	-1.8	3.6	-0.4
CCN(CC)S(=O)(=O)c1ccc(F)c(C(=O)NCCCN2CCOCC2)c1	1.9	-5.6	-4.1	-4.2	1.3	6.5	0.2	-1.2	0.7	0.6
O=C(NCc1ccc2c(c1)OCO2)C1Cc2ccccc2CN1C(=O)c1ccco1 (stereo not given)	9.0	-2.6	-2.9	0.3	3.5	4.8	0.1	11.4	5.8	1.4
CCCCCCCC(=O)NNC(=O)c1ccc([N+](=O)[O-])cc1	-0.6	4.4	0.3	0.0	-3.5	-4.7	0.3	5.3	4.4	4.5
Oc1c(Br)cc(/C=N/NC(=S)NCc2ccco2)cc1Br	-0.7	3.1	2.0	0.7	-7.8	-11.2	-1.6	-0.1	5.8	-2.9
Cc1nc(Nc2ccccc2Br)c2nnn(Cc3ccccc3)c2n1	-5.5	-18.2	3.8	-2.0	-1.4	1.7	0.1	3.6	-1.8	4.8
CCOc1ccccc1C(=O)NC(C(=O)Nc1cccc(S(N)(=O)=O)c1)C(C)C (stereo not given)	-9.2	10.0	-1.6	-1.5	-1.0	-3.1	-0.4	-1.0	5.6	-2.8
Cc1cc(NC(=O)CSc2ncn[nH]2)no1	10.4	5.1	-2.6	0.1	-4.6	1.0	-0.3	-1.1	-4.3	2.9
Cc1cc(NC(=O)c2ccc(S(=O)(=O)N3CCc4ccccc43)cc2)no1	-5.3	-1.1	2.6	18.2	0.6	-0.3	0.2	-2.8	-17.4	2.0
CCOc1ccc(N2C(=O)C3CC(C)=C(C)CC3C2=O)c([N+](=O)[O-])c1 (stereo not given)	-1.7	7.2	1.1	1.0	0.3	1.8	-0.1	0.0	0.1	0.6
CC(C(=O)OCn1nnc2ccccc2c1=O)N1C(=O)c2ccccc2C1=O (stereo not given)	-1.1	14.6	-1.9	-1.1	-7.7	-0.1	-0.9	1.1	1.7	-3.7
COc1ccc(CC(N)c2csc(Nc3ccccn3)n2)cc1 (stereo not given)	-0.3	-27.1	8.3	-1.3	5.1	-0.6	0.1	-0.9	-14.3	-0.6

Profiles, looked up by structure. Values in the order: Tn7 DDE FP	TDP2 inh	LEDGF integ inh	PRMT1 FP inh	DDE Tn6 FP inh	TCR-CD3 inh	proKLK7 act	UHRF1 MBD2 ctr	SIAE primary	MBD2 inh
`CC(C(=O)OCn1nnc2ccccc2c1=O)N1C(=O)c2ccccc2C1=O` (stereo not given) in the list: -1.1	14.6	-1.9	-1.1	-7.7	-0.1	-0.9	1.1	1.7	-3.7
`Cc1cc(NC(=O)CSc2ncn[nH]2)no1` in the list: 10.4	5.1	-2.6	0.1	-4.6	1.0	-0.3	-1.1	-4.3	2.9
`CCOc1ccccc1C(=O)NC(C(=O)Nc1cccc(S(N)(=O)=O)c1)C(C)C` (stereo not given) in the list: -9.2	10.0	-1.6	-1.5	-1.0	-3.1	-0.4	-1.0	5.6	-2.8

From PubChem
